Screening data from PubChem.
S1P4 ag: human S1P4 receptor agonism; O95977; S1P4-expressing cell line, agonist reporter assay; activation, % at 4.98 µM; hit rate 0.35% among 220,000; in the data active means activation above about 11%;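 further: 0% = DMSO vehicle and 100% = reference agonist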
p97 inhibitor: inhibitors of human p97 ATPase | inhibition, % at 8 µM | hit rate 0.42% among 220,000 | recombinant p97 ATPase, Kinase-Glo ATP luminescence, 3 h | P55072; in the data active means inhibition above about 15%;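 further: 0% = DMSO vehicle and 100% = wells lacking enzyme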
EP2 modulator: modulates human prostaglandin E2 receptor EP2 signaling; hit rate 0.83% among 260,000; induction, % at 25 µM; EP2-expressing cells, cAMP HTRF FRET, PGE2 co-stimulation; AID 940; P43116;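 active means compounds whose cAMP rise, as percent of the full-agonist control response, exceeds 60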;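 further: rat C6 glioma line stably carrying human EP2 under a CMV promoter; the protocol text gives 20 µM as final concentration; 100% = response of wells given 1 µM PGE2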
S1P4 antag: human S1P4 receptor antagonism. S1P4-expressing cells, antagonist mode, reporter read-out. inhibition, % at 4.98 µM. hit rate 0.26% among 220,000. AID 1510; in the data active means inhibition above about 29%;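 further: 0% = wells stimulated with agonist and 100% = vehicle wells without agonist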
PGE2 EP2 inh: inhibitors of human EP2 prostaglandin E2 receptor; inhibition, % at 25 µM; AID 1422; P43116; C6 glioma cells expressing human EP2, cAMP TR-FRET; cells stimulated with saturating PGE2; hit rate 0.52% among 260,000;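 active means percent inhibition above 40 after rounding to a whole number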;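 further: rat C6 glioma host cells with rolipram phosphodiesterase inhibitor present; the protocol text gives 20 µM as final concentration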
NPY Y1 blocker: NPY-Y1 (human) receptor antagonism; HEK293-CNG Y1 cells, membrane potential fluorescence; NPY at EC95, then isoproterenol; AID 1040; hit rate 1% among 200,000; inhibition, % at 3.6 µM;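 active means inhibition above the campaign mean inhibition of all tested compounds plus 3 SD, cut at about 20% in these data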;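 further: 0% = DMSO wells given NPY plus isoproterenol and 100% = isoproterenol alone without NPY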
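System: HEK293 cells with Y1 receptor plus CNG channel / Probe or stimulus: NPY 25 nM then isoproterenol 1 µM plus Ro 20-1724 25 µM / Compound: one concentration, 3.6 µM, in 0.4% DMSO / Schedule: compound incubation 1 h at room temperature, readout 45 min post-stimulation / Measured by: membrane potential fluorescence / Read-out: % inhibition of NPY effect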
eIF4E 4G PPI: eIF4E/eIF4G interaction inhibition in translation initiation | P63073+Q04637 | TR-FRET eIF4E-eIF4GI(517-606) binding, 2 h | inhibition, % at 21.7 µM | hit rate 0.37% among 220,000 | AID 782;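 active means inhibition above about 30%, limit read from the data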;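 further: 0% = full FRET control wells and 100% = background wells lacking eIF4GI fragment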
NPY-Y2 PAM-ag: potentiates or activates human NPY-Y2 receptor | P49146 | cells expressing NPY-Y2, potentiator/agonist read-out | AID 1359 | hit rate 0.45% among 220,000 | activation, % at 3.6 µM; in the data active means activation above about 27%;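 further: cells stimulated with NPY near EC25 plus isoproterenol at EC100; 0% = vehicle plus submaximal agonist and 100% = vehicle plus saturating agonist; some results beyond the cut were filed as inactive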
NPY1 pot ag: potentiates or activates human NPY-Y1 receptor; P25929; hit rate 0.37% among 220,000; NPY-Y1 expressing cells, potentiator/agonist activation; activation, % at 3.6 µM; in the data active means activation above about 33%, passing the limit was not always enough;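 further: cells stimulated with NPY at EC10 then isoproterenol at EC100; 0% = low agonist plus stimulus and 100% = saturating agonist plus stimulus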
The depositor's hits bear a star; . = not tested or not shown; [ ] = another dose, or the depositor's remark. Not all compounds are listed; the hit share may differ from the screen's.

#	compound	S1P4 ag	p97 inhibitor	EP2 modulator	S1P4 antag	PGE2 EP2 inh	NPY Y1 blocker	eIF4E 4G PPI	NPY-Y2 PAM-ag	NPY1 pot ag
1	O=C(Nc1cccc(F)c1)c1c(F)c(F)c(F)c(F)c1F	-1.6	0	-45	-4	13	1	-1	-1	-26
2	CNC(=O)N(O)C1N(c2ccccc2)C(=S)SC1(C)C (stereo unspecified)	-0.6	0	8	2	9	6	3	0	6
3	N#Cc1ccccc1NC(=O)COc1c(Br)cc(Br)c2cccnc12	1.5	0	10	-4	22	0	3	2	-31
4	CCOC(=O)C1CCCN(C(=O)c2sc3nc(-c4ccc(F)cc4)cn3c2C)C1 (stereo unspecified)	-0.2	-2	-8	6	.	16	2	-16	-18
5	COC(=O)Nc1ccc(S(=O)(=O)N2CCCC(C(=O)N3CCCCC3)C2)cc1 (stereo unspecified)	-0.9	-5	-27	-13	7	1	-1	-3	-6
6	CC(C)c1ccc(Nc2nnns2)cc1	0.6	3	25	-3	8	.	-2	-7	-3
7	CCOC(=O)CNC(=O)c1nn(-c2cccc(OC)c2)c(=O)c2ccccc12	-0.1	3	-35	-12	8	-1	-1	-1	3
8	Cc1cccc(C(=O)NCCNC(=O)c2cccc(C)c2)c1	1.8	-4	-7	-14	6	5	13	0	11
9	CC1Cc2ccccc2N1C(=S)NC(=O)c1cccc(Br)c1 (stereo unspecified)	1.2	3	42	-8	1	1	17	-5	-1
10	COc1ccc2c(=O)c(-c3ccc(OC)c(OC)c3)coc2c1	-1.7	7	-17	-5	13	4	0	-24	-16
11	Cc1cccc(NNC(=O)c2c(F)cccc2Cl)c1	-0.5	6	-18	4	11	.	-1	-8	-2
12	Cc1ccc2nc(SCC(=O)NCc3ccco3)[nH]c2c1	-1.3	4	-2	-31	.	6	-6	-4	-6
13	CCCCCCC(=O)N1CCC(c2nc3c(nnn3Cc3ccccc3Cl)c(=O)[nH]2)CC1	-1.5	-3	32	-1	7	8	1	14	16
14	COc1cc(Cn2cnnn2)ccc1O	-0.1	-1	28	7	17	5	5	-2	2
15	CC(=O)c1ccc(NC(=S)NCCCn2ccnc2)cc1	-1.0	4	4	8	3	-2	1	11	4
16	CN(C)c1nc(N/N=C\c2ccc(Cl)c([N+](=O)[O-])c2)nc(Nc2ccc(F)cc2)n1	2.4	-3	.	-1	17	-8	.	-9	-24

Laid out differently: results already given.
Each structure is followed by: S1P4 ag	p97 inhibitor	EP2 modulator	S1P4 antag	PGE2 EP2 inh	NPY Y1 blocker	eIF4E 4G PPI	NPY-Y2 PAM-ag	NPY1 pot ag
(8) Cc1cccc(C(=O)NCCNC(=O)c2cccc(C)c2)c1
    1.8	-4	-7	-14	6	5	13	0	11
(9) CC1Cc2ccccc2N1C(=S)NC(=O)c1cccc(Br)c1 (stereo unspecified)
    1.2	3	42	-8	1	1	17	-5	-1
(10) COc1ccc2c(=O)c(-c3ccc(OC)c(OC)c3)coc2c1
    -1.7	7	-17	-5	13	4	0	-24	-16
(11) Cc1cccc(NNC(=O)c2c(F)cccc2Cl)c1
    -0.5	6	-18	4	11	.	-1	-8	-2
(12) Cc1ccc2nc(SCC(=O)NCc3ccco3)[nH]c2c1
    -1.3	4	-2	-31	.	6	-6	-4	-6
(13) CCCCCCC(=O)N1CCC(c2nc3c(nnn3Cc3ccccc3Cl)c(=O)[nH]2)CC1
    -1.5	-3	32	-1	7	8	1	14	16
(14) COc1cc(Cn2cnnn2)ccc1O
    -0.1	-1	28	7	17	5	5	-2	2

(continued)
#	compound	S1P4 ag	p97 inhibitor	EP2 modulator	S1P4 antag	PGE2 EP2 inh	NPY Y1 blocker	eIF4E 4G PPI	NPY-Y2 PAM-ag	NPY1 pot ag
17	Cc1ccc(C(=O)/C=C/c2cn(CC(O)CN3CCOCC3)c3ccccc23)cc1 (stereo unspecified)	2.2	0	-58	2	6	1	23	8	-16
18	C=CCn1c(SCC(=O)NCc2ccccc2)nnc1-c1cc(Br)ccc1O	1.7	0	16	-21	12	3	4	-2	11
19	CCOC(=O)N1CCN(c2nc(-c3cccc(OC)c3)cc(C(F)(F)F)n2)CC1	5.5	3	22	-13	8	1	1	-5	9
20	COc1ccc(Nc2nc(C)cc(C)c2C(N)=O)c(OC)c1	0.1	4	13	-2	8	2	0	-2	-7
21	NC(=O)CSc1nnc(-c2cnccn2)n1-c1ccccc1	-0.6	3	5	-25	10	1	-3[fluorescence artefact?]	13	2
22	Cc1cccc(-c2nc(CS(=O)CC(=O)NCc3cccs3)c(C)o2)c1 (stereo unspecified)	0.1	-1	15	-11	8	3	0	-17	-26
23	FC(F)(F)c1ccc(Cl)c(-n2c(-c3cc(C4CC4)[nH]n3)n[nH]c2=S)c1	0.1	7	9	17	8	.	2	7	9
24	CC(C)CCNC(=O)c1cc(-c2ccco2)nc2ccccc12	0.2	1	-14	-7	6	19	3	-112	-149
25	CN(C)Cc1c(C#N)c2ccccc2n1C	-0.4	6	11	-7	3	7	-11	14	-15
26	CCNc1nc(CC)nc2c1oc1ccccc12	0.9	5	-5	-3	6	9	-6[fluorescence artefact?]	4	-13
27	CCc1cc2c(=O)n(CC(=O)NCCc3ccc(OC)c(OC)c3)cnc2s1	-0.5	-4	7	4	2	-10	1	-4	-7
28	CCCOC(=O)c1ccc(Cl)c(NC(=O)c2cccnc2)c1	-0.3	5	4	-17	2	1	2	-11	0
29	CCOc1cc(CNc2ccc(N3CCCC3)cc2)cc(Cl)c1OC	2.0	5	34	-17	6	1	35*[fluorescence artefact?]	-5	-19
30	O=c1oc2cc(O)ccc2c2oc3cc(O)ccc3c12	3.7	4	1	-12	15	3	0	2	-15
31	CCOC(=O)C1CCN(C(=O)C(CC)c2ccccc2)CC1 (stereo unspecified)	1.1	0	-9	3	1	2	-1	-2	-7
32	CN1C(=O)C(CC(=O)NC2CCCCC2)SC1=Nc1ccccc1 (stereo unspecified)	1.2	1	-47	-18	5	1	20	-7	19
33	CSc1nnc(CNS(=O)(=O)c2ccc(Cl)cc2)n1C	1.4	2	35	-7	7	4	-1	0	3
34	CN(C)C(C)(C)C#CCC(c1ccccc1)c1ccccc1	1.7	-2	49	-14	2	16	23[fluorescence artefact?]	-1	-12
35	CC1CCN(CC(O)COc2ccc(F)cc2)CC1 (stereo unspecified)	-2.9	-2	-2	-24	17	11	-2	-5	-23
36	Cc1ccc(NC(=O)CSc2nnc(CNC(=O)c3ccco3)o2)cc1	0.0	3	-7	-15	8	-4	3	-6	-3
37	Cc1c(C(=O)N2CCCc3ccccc32)oc2ccc(S(=O)(=O)N3CCOCC3)cc12	-0.3	-7	-29	7	9	6	5	-12	22
38	Cc1ccc(OCC(=O)Nc2ccc(S(=O)(=O)N3CCOCC3)cc2)c([N+](=O)[O-])n1	-0.1	5	-22	0	5	6	2	-3	10
39	CCC1CCc2c(sc(NC(=O)C3c4ccccc4Oc4ccccc43)c2C(N)=O)C1 (stereo unspecified)	-1.4	-2	16	-6	6	-4	0	-20	-21
40	CN(CCOc1ccc(-c2ccn(S(=O)(=O)c3ccc(Cl)cc3)n2)cc1)c1ccccn1	0.1	1	-7	-16	7	-1	-13	-1	19
41	COC(=O)Cc1c(C)c2ccc(OCC(C)=O)c(C)c2oc1=O	3.1	0	0	-18	18	4	0	0	-22
42	O=C(CSc1nc(-c2ccccc2Cl)ns1)NCc1ccco1	-2.1	1	6	0	10	7	-6[fluorescence artefact?]	-15	-20
43	CC(C)Oc1ccc(NC(N)=O)cc1	0.4	5	15	-6	9	1	1[fluorescence artefact?]	-2	9
44	O=C(c1cnn(C(=O)COc2ccccc2F)c1)c1cc(F)ccc1O	1.5	-5	-21	-13	10	.	6	1	-5
45	COc1ccccc1N1CCN(C(=O)c2c(-c3ccccc3Cl)noc2C)CC1	-0.3	-2	-31	14	5	6	4[fluorescence artefact?]	-12	2
46	N#Cc1c(F)cccc1NCc1cccs1	0.2	0	30	11	6	.	2	-7	-19
47	CCCCn1c(SCC(=O)c2ccccc2)nc2c1c(=O)[nH]c(=O)n2C	1.8	2	0	-1	15	-3	-1[fluorescence artefact?]	12	-10
48	COc1cccc(/C=N/NC(=O)c2cnccn2)c1OC	1.4	1	6	-7	12	.	-1	-5	4

Reformatted with two lines to a compound: entries from further up
Fields – S1P4 ag	p97 inhibitor	EP2 modulator	S1P4 antag	PGE2 EP2 inh	NPY Y1 blocker	eIF4E 4G PPI	NPY-Y2 PAM-ag	NPY1 pot ag
[46] N#Cc1c(F)cccc1NCc1cccs1
  0.2	0	30	11	6	.	2	-7	-19
[47] CCCCn1c(SCC(=O)c2ccccc2)nc2c1c(=O)[nH]c(=O)n2C
  1.8	2	0	-1	15	-3	-1[fluorescence artefact?]	12	-10
[48] COc1cccc(/C=N/NC(=O)c2cnccn2)c1OC
  1.4	1	6	-7	12	.	-1	-5	4

Next part
#	compound	S1P4 ag	p97 inhibitor	EP2 modulator	S1P4 antag	PGE2 EP2 inh	NPY Y1 blocker	eIF4E 4G PPI	NPY-Y2 PAM-ag	NPY1 pot ag
49	Cc1cccc(N(C(=O)CCC(=O)Nc2ccccn2)C(C(=O)NC(C)C)c2ccc(O)cc2)c1 (stereo unspecified)	0.3	0	6	-29	6	-2	1	2	9
50	O=C(O)CCn1c(=O)[nH]c2ccccc2c1=O	-1.8	12	1	36*	9	-3	-1[fluorescence artefact?]	13	5
51	FC(F)(F)c1cccc(-c2noc(CN3CCOCC3)n2)c1	0.3	-8	-9	-10	14	1	-2	4	-17
52	CCOC(=O)N1CCN(CC(=O)Nc2cccc(Br)c2)CC1	-1.3	1	4	-28	9	-1	-13[fluorescence artefact?]	-9	-8
53	O=S(=O)(c1ccccc1)c1cnc(-c2ccccc2)nc1N1CCCC1	-1.6	-1	-19	4	5	3	4	-9	-15
54	CCc1cc(C(=O)NNC(=S)Nc2cc(C)ccc2C)cs1	-1.4	4	-18	7	3	5	-6	-8	-23
55	Cc1ccc(Cl)cc1NC(=O)CC(O)(C(F)(F)F)C(F)(F)F	1.2	0	-9	-5	14	5	3	9	11
56	CN1CCN(c2ccc([N+](=O)[O-])cc2C(=O)c2ccccc2)CC1	1.3	-4	-10	-2	9	1	2	7	-8
57	Cc1ccc2cc(C)c(SCC#N)nc2c1	0.1	3	42	-9	18	-2	3	-13	-16
58	CCCc1ccc(O)c(N=Cc2cc(Br)cc(OCC)c2O)c1	2.2	6	51	-10	7	-5	1	13	15
59	c1ccc(OCCOc2cccc3cccnc23)cc1	-0.1	-4	-38	-13	4	-3	4	-2	-18
60	C/C(=N\NC(=O)c1ccc(=O)[nH]n1)c1cccnc1	0.1	4	-6	-2	8	1	-3	2	8
61	C=CCNc1ncnc2c1ncn2C1OC(CO)C(O)C1O (stereo unspecified)	0.9	2	15	5	3	-4	-4[fluorescence artefact?]	14	-22
62	CCNCC(O)COCC(O)CNCC (stereo unspecified)	0.4	4	19	-10	4	2	46*	25	11
63	Cc1ccc(S(=O)(=O)NCCOc2nc(N(C)C)nc(N3CCOCC3)n2)cc1	0.1	4	39	-30	12	-8	3[fluorescence artefact?]	5	7
64	CCn1c(SCC(=O)Nc2ccccc2C)nc2nc3c(cc2c1=O)COC(C)(C)C3	0.4	-1	-11	-1	2	.	5	9	20
